# T cell HTS = modulates CD8 T cell binding to vesicles; 2C CD8+ T cell-vesicle binding, flow cytometry; stronger effect = lower value; 330,000 tested, 0.068% active; calls only at 7 µM;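 active means response, share of CD8 T cells binding vesicles, and their 90th percentile fluorescence all below set limits, cut at about 80% in these data, passing the limit was not always enough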
#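 incubation = binding step 1.5 h, 37 °C, antibody labelling 20 min, ice | test system = 2C mouse CD8+ T cells | read-out basis = percent CD8+ FL2 mean versus row control | controls = Peptide-free naked vesicles (low) and QL9 vesicles with 0.7% DMSO vehicle (high) | detection = flow cytometry of vesicle-bound cells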
# Myeloid diff MLP = myeloid differentiation induction. ER-HoxA9 myeloid progenitors, lysozyme-GFP differentiation, flow cytometry. AID 624256. 360,000 tested, 1% active. calls only at 10 µM;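 active means normalized GFP-positive differentiation at or above the plate's own cutoff, the solvent-only control mean plus 3 SD; inconclusive means no clear call, values can overlap the other calls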;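 further: cells exposed to compound for four days before flow analysis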
# Hep lipid drop = hepatic lipid droplet formation modulation | 240,000 tested, 0.4% active | inhibition, % at 6.5 µM | AID 1656 | AML12 mouse hepatocytes, oleate lipid droplets, BODIPY imaging;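 active means lipid droplet intensity inhibited by at least 50%, with more than 500 cells counted; inconclusive means wells with under 300 cells, treated as cytotoxic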
#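 Material – mouse AML12 hepatocyte cell line, fixed after treatment · Compound dosing – one dose, 6.5 µM compound · Times – compound with oleate, overnight · Measured by – Image-based BODIPY and DAPI two-channel analysis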
# Hep lipid drop cells 6.5 µM = second read-out of Hep lipid drop, no call of its own (marks repeat the call); cell count; measured here: cell count, cytotoxicity flag;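 cells counted across two imaged fields per well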
# T cell HTS vesicle-bound % = recorded beside T cell HTS, whose call it bears; double positive events, %; measured here: CD8+ vesicle-bound cell fraction;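 binding gate set so that unloaded-vesicle control wells show 10% double positive cells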
# Myeloid diff MLP GFP+ MAC1+ % = second read-out of Myeloid diff MLP, no call of its own (marks repeat the call); GFP+ MAC1+ double positive, %; measured here: differentiation confirmed by MAC1 staining
# Numbers without * were called inactive; i = inactive; ? = inconclusive; · = no result given.
SMILES,T cell HTS,T cell HTS vesicle-bound %,Myeloid diff MLP,Myeloid diff MLP GFP+ MAC1+ %,Hep lipid drop,Hep lipid drop cells 6.5 µM
O=C(NC1CCCC1)C1CC(O)CN1C(=O)Nc1ccccc1 (centres undefined),i,14.0,i,1.2,-15.8,745
COc1ccc(CC(=O)Nc2c(C(=O)N3CCN(c4ccccc4OC)CC3)oc3ccccc23)cc1OC,i,23.5,?,·,2.4,632
CCc1ccccc1NC(=O)CCC(=O)Nc1nnc(C(C)C)s1,i,30.9,i,2.0,19.8,721
O=C(COC(=O)c1cc([N+](=O)[O-])ccc1N1CCOCC1)NCc1ccc(F)cc1,i,20.4,i,0.9,2.9,850
CC(=O)c1cccc(NC(=O)c2cccc3ccccc23)c1,i,21.1,i,0.0,-38.3,615
Cc1cccc(-c2noc(C(C)NC(=O)c3ccco3)n2)c1 (centres undefined),i,25.2,i,0.6,-2.6,783
CCCN1CCN(CCCNC(=O)c2ccc3nc(N4CCCCC4)sc3c2)CC1,i,25.3,i,2.9,0.0,770
Cc1nc2ccc(NC(=O)c3cc(Cl)ccn3)cc2s1,i,10.2,i,0.7,-12.4,798
COc1ccccc1N1C(=O)C(Cl)=C(N2CCCC2)C1=O,i,30.8,i,0.4,-2.2,804
O=C(CNC(=O)N1CC(=O)Nc2ccccc21)NCCc1ccc(Cl)cc1,i,16.8,i,1.2,1.8,737
COc1cccc2cc(-c3cc(=O)oc4ccc(OCC(C)=O)cc34)oc12,i,12.8,i,0.9,8.3,635
O=C1CCCN1CC(=O)N1CCCC(Nc2cccc(F)c2)C1 (centres undefined),i,12.2,i,1.4,0.7,846
O=C(NCCNC(=O)c1ccc(Cl)cc1Cl)c1ccco1,i,14.9,i,0.4,-2.7,842
Cc1ccc(C(=O)NCc2ccccc2F)cc1S(=O)(=O)N1CCCC1,i,46.5,i,0.8,8.0,807
Cc1ccc(N2CCN(C(=O)C3CCC(=O)N(Cc4ccc(Cl)cc4)C3)CC2)c(C)c1 (centres undefined),i,4.2,i,0.6,-7.5,659
O=C(CSc1nccn1Cc1ccco1)Nc1cccc(F)c1,i,74.0,?,·,-0.1,804
O=C(CCCN1C(=O)/C(=C/c2ccc(F)cc2)SC1=S)NC1CCS(=O)(=O)C1 (centres undefined),i,14.0,i,0.7,13.8,738
COc1ccc(NC(=O)NNC(=O)COc2ccc3ccccc3c2)cc1OC,i,21.8,i,1.1,-2.0,852
CCCN(S(=O)(=O)c1ccccc1F)S(=O)(=O)c1ccccc1Br,i,16.4,?,·,-20.4,830
O=C(CC12CC3CC(CC(Br)(C3)C1)C2)NC1CCCC1,i,19.1,i,1.1,8.8,838
CCOc1ccc(C(=O)NC2CC3CCCC(C2)N3Cc2ccccc2)cc1 (centres undefined),i,20.8,i,0.5,-3.2,798
O=C(O)c1oc2ccccc2c1CSc1ccc(Cl)cc1,i,49.9,i,1.1,-0.7,834
Cc1ccc(CS(=O)(=O)CCC(=O)NCc2ccc(F)cc2)cc1,i,25.1,i,0.0,10.4,785
CC1(C)NC(=O)N(CC(O)CN(c2ccccc2)S(=O)(=O)c2ccccc2)C1=O (centres undefined),i,9.5,i,0.3,2.5,784
COc1ccccc1N1CCN(C(=O)COc2cccc3ccccc23)CC1,i,8.9,i,1.2,14.9,702
CCOCCc1nn2c(=O)cc(CSCC(=O)Nc3ccccc3)nc2s1,i,26.5,i,2.5,-4.0,725
[2H]C([2H])(CCOS(N)(=O)=O)c1ccccc1,i,24.6,i,1.6,5.9,816
CCC(C(=O)OC)n1cnc2c(nnn2-c2ccc(C)cc2)c1=O (centres undefined),i,29.2,i,0.5,4.5,765
C=CCN=C1N[C@@H](c2cccc(C(F)(F)F)c2)C(C(=O)OC)=C(C)N1CC,i,22.5,i,1.7,-1.2,813
CCCn1c(=O)[nH]c(=O)c2c1nc(-c1ccc(C#N)cc1)n2CCOC,i,18.0,i,2.9,7.3,832
COc1cc(NC(=O)c2ccccc2F)ccc1NC(=O)c1cc2ccccc2o1,i,59.7,i,0.4,4.6,832
CCn1c(SCC(=O)Nc2ccc(C(C)=O)cc2)nc2c([nH]c3ccccc32)c1=O,i,8.9,i,2.3,4.1,833
C[C@]12CCC3C(CC[C@H]4CC(O)CC[C@]34C)C1CC/C2=N/O (some centres undefined),i,13.3,i,0.7,21.7,425
Cc1nc(SCC(=O)NCC2CCCO2)c2c3c(sc2n1)CCC3 (centres undefined),i,64.0,i,0.0,-7.3,666
O=C(NCc1ccccc1)C1CCCN(c2ncnc3c2nc2n3CCCCC2)C1 (centres undefined),i,16.0,i,6.5,-28.4,579
Cc1ccc(OC(=O)c2cccc(S(=O)(=O)N3CCN(C)CC3)c2)c(Br)c1,i,63.4,i,4.4,2.0,639
COc1ccc(C(=O)Nc2ccc3[nH]ncc3c2)cc1,i,55.6,i,0.1,22.9,810
CN(CC(=O)Nc1ccc(F)cc1Cl)Cc1cccs1,i,28.0,i,0.4,26.9,781
COc1ccc(CCNCC(C)c2ccccc2)cc1 (centres undefined),i,25.0,i,0.2,-6.9,851
O=C(O)c1cc(S(=O)(=O)Nc2ccc(OCc3ccccc3)cc2)ccc1Br,i,11.2,i,0.5,2.0,806
Cc1cccc(C)c1NC(=O)NC1(C(=O)N2CCCCC2)CCCCC1,i,31.1,i,0.2,-15.9,806
O=C(Nc1ccc(S(=O)(=O)NCc2ccco2)cc1)c1ccc(F)cc1,i,19.1,i,1.3,-3.2,711
CN(C)C(CNC(=O)c1ccc2ccccc2n1)c1ccccc1 (centres undefined),i,42.5,i,0.6,-3.4,718
COc1ccccc1NC(=O)CSc1nnc(CC(=O)Nc2ccccc2C)n1C,i,39.7,i,0.0,-1.4,752
CCOC(=O)c1c(C)[nH]c(C)c1S(=O)(=O)N(C)Cc1ccco1,i,38.1,i,6.0,-5.9,722
CN(CC(=O)Nc1ccccc1Br)C(=O)c1ccc(-c2ccc(Cl)cc2)o1,i,52.7,?,·,1.4,725
Cn1c(=O)c2c(ncn2CCOc2ccc(Br)cc2)n(C)c1=O,i,19.6,i,1.3,-12.1,817
COc1ccc(NC(=S)N2CCC(NC(=O)c3ccccc3C)CC2)cc1,i,16.0,i,0.4,-2.2,804
COc1cc(CNCc2ccccc2Cl)ccc1OCC(=O)NC1CCCCC1,i,47.7,i,5.7,-61.4,538
O=C(Nc1ccc(F)cc1Cl)C1CCN(C(=O)Nc2ccccc2)CC1,i,·,i,0.0,-1.5,695
CN(C(=O)CSc1nc(N)cc(N)n1)C1CCS(=O)(=O)C1 (centres undefined),i,14.8,i,0.3,2.8,675
CC(NC(=O)c1cccs1)C1CCCO1 (centres undefined),i,58.2,i,0.3,-2.6,841
Cc1ccc(NC(=O)N2CCCC2C(=O)NCC2CCCCC2)cc1 (centres undefined),i,42.1,i,0.9,0.4,805
COc1ccccc1CNC(=O)C(=O)Nc1ccc(C(=O)N2CCC(C)CC2)cc1,i,16.3,i,0.9,-3.9,739
CCOc1ccc(C2Nc3ccccc3NC3=C2C(=O)CC(C)(C)C3)cc1OC (centres undefined),i,68.2,i,0.4,2.6,784
O=C1CN(C(=O)NCC(=O)N[C@@H](C(=O)O)c2ccccc2)c2ccccc2N1,i,6.2,i,0.9,-16.1,718
Cc1cc(F)ccc1NC(=O)c1cc(S(=O)(=O)N2CCc3ccccc32)cn1C,i,24.3,i,2.3,-1.2,815
CC(C)c1nnc(NC(=O)c2cc3ccccc3o2)s1,i,26.3,i,1.0,-18.2,811
COc1cccc(C(=O)NCC2(c3ccccc3)CCCC2)c1OC,i,48.1,i,0.5,-16.0,795
CC(=O)Oc1ccccc1C(=O)OCCN=C1NS(=O)(=O)c2ccccc21,i,26.1,i,0.6,-0.6,853

# Gathered by group: the entries above containing an aryl thioether with sulfur outside any ring.
SMILES,T cell HTS,T cell HTS vesicle-bound %,Myeloid diff MLP,Myeloid diff MLP GFP+ MAC1+ %,Hep lipid drop,Hep lipid drop cells 6.5 µM
O=C(CSc1nccn1Cc1ccco1)Nc1cccc(F)c1,i,74.0,?,·,-0.1,804
O=C(O)c1oc2ccccc2c1CSc1ccc(Cl)cc1,i,49.9,i,1.1,-0.7,834
CCn1c(SCC(=O)Nc2ccc(C(C)=O)cc2)nc2c([nH]c3ccccc32)c1=O,i,8.9,i,2.3,4.1,833
Cc1nc(SCC(=O)NCC2CCCO2)c2c3c(sc2n1)CCC3 (centres undefined),i,64.0,i,0.0,-7.3,666
COc1ccccc1NC(=O)CSc1nnc(CC(=O)Nc2ccccc2C)n1C,i,39.7,i,0.0,-1.4,752
CN(C(=O)CSc1nc(N)cc(N)n1)C1CCS(=O)(=O)C1 (centres undefined),i,14.8,i,0.3,2.8,675

# More records follow.
SMILES,T cell HTS,T cell HTS vesicle-bound %,Myeloid diff MLP,Myeloid diff MLP GFP+ MAC1+ %,Hep lipid drop,Hep lipid drop cells 6.5 µM
COCc1cc(CN2CCCC(C(=O)Nc3ccc(-c4ccco4)cc3)C2)ccc1OC (centres undefined),i,67.7,i,0.4,20.4,814
COc1ccc(-c2cc(C(=O)N3CCCCCC3)no2)cc1OC,i,43.5,i,1.6,-3.5,683
O=C(c1cc(COc2c(F)cccc2F)on1)N1CCCCCC1,i,35.5,i,0.0,6.0,834
COCC(=O)N1CCC(Oc2ccc(C(=O)N3CCCCCC3)cc2)CC1,i,63.0,i,1.1,0.0,870
CNC(=O)c1c(NC(=O)c2ccco2)sc2c1CCC2,i,30.7,i,0.6,16.1,692
C/C(=N\NC(=O)c1nnn(-c2nonc2N)c1-c1cccs1)c1cccnc1,i,21.4,i,0.3,-1.0,703
CC(C)[C@H](NC(=O)c1ccco1)C(=O)N(C)Cc1ccc(C(F)(F)F)cc1,i,28.5,i,3.6,-18.5,410
COc1ccc(C23CC4CC(CC(C(=O)O)(C4)C2)C3)c(F)c1,i,44.1,i,0.6,-10.5,809
CCCCC(=O)Nc1c2c(nn1-c1ccc([N+](=O)[O-])cc1)CS(=O)(=O)C2,i,45.3,i,0.7,-0.7,718
Cn1c(=O)c2c(nc(SCC(=O)NC3CCCC3)n2C)n(C)c1=O,i,23.6,i,1.1,-13.8,722
Cc1ccc(S(=O)(=O)NC(Cc2ccc(Cl)cc2)C(=O)O)cc1 (centres undefined),i,56.3,i,0.4,6.9,823
O=C(c1ccc(C(F)(F)F)cc1)C1CCCN(C(=O)Cn2cncn2)C1 (centres undefined),i,7.0,i,0.6,1.5,822
Brc1ccccc1/C=N/N1CCCCC1,i,21.9,i,0.9,-2.9,850
CC(C)C(CCNC1CCN(C)CC1)c1ccc(Cl)cc1 (centres undefined),i,29.7,?,·,26.9,385
CCOc1ccccc1C(=O)NCC(=O)N(C)Cc1ccccc1C,i,45.4,i,0.2,-25.3,809
COc1cccc(C(=O)OCC(=O)NCCNC(=O)COC(=O)c2cccc(OC)c2OC)c1OC,i,9.9,i,1.9,-1.8,784
Cc1ccc(NC(=O)CCN2CCC(C(N)=O)CC2)cc1,i,55.0,i,0.3,-0.7,814
CCOc1cc(/C=N/n2c(C)nc3ccccc3c2=O)ccc1O,i,34.2,i,0.1,1.3,692
CCc1ccc(S(=O)(=O)NCc2cccs2)cc1,i,4.5,i,0.7,2.2,673
CC[C@@H]1[C@H]2CCCC(=O)N3CC[C@@H](C[C@@H]1Nc1ccccc1)[C@@H]23,i,22.1,i,0.4,-4.2,799

# Record cards (already shown):
# Shown for Cc1ccc(NC(=O)CCN2CCC(C(N)=O)CC2)cc1 : T cell HTS = i; T cell HTS vesicle-bound % = 55.0; Myeloid diff MLP = i; Myeloid diff MLP GFP+ MAC1+ % = 0.3; Hep lipid drop = -0.7; Hep lipid drop cells 6.5 µM = 814
# Shown for CCOc1ccccc1C(=O)NCC(=O)N(C)Cc1ccccc1C : T cell HTS = i; T cell HTS vesicle-bound % = 45.4; Myeloid diff MLP = i; Myeloid diff MLP GFP+ MAC1+ % = 0.2; Hep lipid drop = -25.3; Hep lipid drop cells 6.5 µM = 809

# Further structures.
SMILES,T cell HTS,T cell HTS vesicle-bound %,Myeloid diff MLP,Myeloid diff MLP GFP+ MAC1+ %,Hep lipid drop,Hep lipid drop cells 6.5 µM
CCc1cc2ccc(C)c(C)c2nc1SCC(=O)Nc1cc(C)on1,i,49.4,i,0.9,6.1,682
CCCN1CCN(CCCNC(=O)c2ccc3c(=O)n(CCc4ccccc4)c(=O)[nH]c3c2)CC1,i,18.4,i,5.9,23.9,775
CC(C)(C)C(O)C(Cc1ccccc1Cl)n1cncn1 (centres undefined),i,47.1,i,0.6,4.0,775
O=C(NC1CCN(Cc2ccccc2)CC1)c1ccccc1OCc1ccccc1,i,48.7,i,0.7,-17.7,831
CCC(=O)c1ccc(OCC(O)CNC2CCCC2)cc1 (centres undefined),i,38.3,i,0.8,8.4,829
COCCNc1nnc(Cc2ccc(Cl)cc2)c(=O)[nH]1,i,34.1,i,1.1,9.9,404

# Screening data as filed in PubChem.

# This is a subset. The share of hits here may be higher or lower than overall.
